Screening results (PubChem)
PLK1 PBD inh: blocks phosphopeptide binding to human Plk1 polo box domain; P53350; Plk1 PBD phosphopeptide binding, fluorescence polarization; inhibition, %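 (tested at about 20 µM)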; hit rate 0.13% among 97,000; in the data active = inhibition above about 34%, passing the limit was not always enough
EphB4 ephrin blk: EphB4-ephrin-B2 interaction antagonism; P54760; EphB4 LBD / TNYL-RAW-Alexa532 peptide, fluorescence polarization; inhibition, % at 7 µM; hit rate 0.15% among 97,000; AID 720;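 active = inhibition above the screen-wide mean inhibition plus 3 SD, cut at about 15% in these data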;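 note: 0% = DMSO wells and 100% = excess unlabeled TNYL-RAW peptide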
CYP2C9 activ: activators of human CYP2C9. P11712. recombinant CYP2C9, luciferin-H conversion, luminescence; active compounds read high; factor 1 = untreated enzyme, 0 = blocked. activation factor at 5 µM. hit rate 1.4% among 96,000. AID 1024;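 active = activation factor of 2 or more for CYP2C9 at a 5 µM dose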;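 note: 0 = sulfaphenazole-blocked wells and 1 = vehicle-only wells; values of inactives mirror those of a sister screen read the other way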
PLK1 inh: inhibitors of human PLK1 kinase | P53350 | recombinant PLK1 kinase, TR-FRET peptide phosphorylation | inhibition, % at 10 µM | hit rate 0.53% among 97,000 | AID 619;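 active = inhibition of 50% or more in the single-concentration screen; inactive = inhibition below 50%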;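 note: 0% = DMSO max control and 100% = H-89 dihydrochloride min control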
Calb biofilm kill: kills Candida albicans biofilms | inhibition, % at 6 µM | hit rate 0.14% among 85,000 | C. albicans biofilm + clotrimazole, Alamar Blue | AID 834;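 active = inhibition above 20%; inactive = inhibition below 20%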;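 note: preformed 24 hr biofilms exposed to compound for 48 hr; 0% = biofilm without compound and 100% = blank killed by clotrimazole plus chlorhexidine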
PTPN22 act: activators of human LYP (PTPN22) phosphatase. Q9Y2R2. recombinant LYP, DiFMUP fluorescence; 0 = plate median, 100 = signal doubled. activation, % at 2 µM. hit rate 0.11% among 96,000;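 active = activation at 2 µM above a set limit, the mean plus 5 SD, cut at about 37% in these data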
Target sequence (Q9Y2R2 whole entry, looked up): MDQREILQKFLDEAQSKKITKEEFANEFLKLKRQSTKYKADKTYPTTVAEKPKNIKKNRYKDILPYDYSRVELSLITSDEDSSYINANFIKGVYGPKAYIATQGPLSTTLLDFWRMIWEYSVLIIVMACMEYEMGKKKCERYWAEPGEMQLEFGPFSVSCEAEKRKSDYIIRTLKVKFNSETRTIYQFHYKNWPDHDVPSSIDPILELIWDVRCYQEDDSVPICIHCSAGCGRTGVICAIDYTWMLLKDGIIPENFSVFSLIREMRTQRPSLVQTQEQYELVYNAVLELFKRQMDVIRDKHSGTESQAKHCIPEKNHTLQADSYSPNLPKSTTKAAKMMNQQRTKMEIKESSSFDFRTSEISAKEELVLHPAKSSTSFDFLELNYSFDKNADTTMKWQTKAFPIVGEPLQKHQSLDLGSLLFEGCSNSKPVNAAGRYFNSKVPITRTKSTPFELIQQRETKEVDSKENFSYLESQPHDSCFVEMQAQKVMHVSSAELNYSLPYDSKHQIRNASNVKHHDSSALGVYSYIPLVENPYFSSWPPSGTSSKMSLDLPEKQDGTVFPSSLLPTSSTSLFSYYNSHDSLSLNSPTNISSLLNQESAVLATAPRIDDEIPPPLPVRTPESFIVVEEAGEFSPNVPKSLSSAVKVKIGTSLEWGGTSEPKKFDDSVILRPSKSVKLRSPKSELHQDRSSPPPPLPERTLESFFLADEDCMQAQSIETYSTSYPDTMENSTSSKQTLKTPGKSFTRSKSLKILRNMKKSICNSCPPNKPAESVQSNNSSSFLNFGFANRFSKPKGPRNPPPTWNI
PTPN22 inh 2: inhibitors of human LYP (PTPN22) phosphatase; Q9Y2R2; recombinant LYP catalytic domain, DiFMUP fluorescence; inhibition, % at 2 µM; hit rate 0.21% among 96,000; AID 640;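 active = inhibition at 2 µM at or above a set limit, the screen mean plus 3 SD, cut at about 24% in these data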;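 note: 0% = DMSO with enzyme and 100% = enzyme fully blocked by orthovanadate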
CYP2C9 inh: inhibitors of human CYP2C9. P11712. hit rate 20% among 96,000. inhibition, % at 5 µM. AID 777. CYP2C9 Supersomes, luciferin-H conversion, luminescence;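 active = blocking of liver enzyme CYP2C9 beyond about 50% at 5 µM, limit read from the data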; note: values of inactives mirror those of a sister screen read the other way
Rev-RRE block: HIV Rev-RRE protein-RNA interaction inhibition. Rev peptide-RRE RNA binding, FRET. P05866. inhibition, % at 8 µM. hit rate 0.79% among 97,000. AID 704;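 active = inhibition above the screen-wide mean plus 3 SD, cut at about 35% in these data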;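 note: 0% = median DMSO wells and 100% = median Neomycin B control wells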
Target sequence (P05866 whole entry, looked up): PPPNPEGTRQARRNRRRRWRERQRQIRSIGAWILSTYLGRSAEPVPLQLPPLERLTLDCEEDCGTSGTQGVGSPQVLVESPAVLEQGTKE
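Material: labelled RRE RNA duplex and labelled Rev peptide / Buffer or medium: HEPES pH 7.5 salt buffer with EDTA / Compound dosing: single point, 8 µM final nominal compound concentration / Benchmarks: DMSO low control, neomycin B high control / Timing: 5 min preincubation and 15 min binding, 25 °C / Technique: FRET fluorescence readout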
Active calls of the source: *; . = no result given. Random draw from the library; about 20% have a hit in one of these screens.

SMILES | PLK1 PBD inh | EphB4 ephrin blk | CYP2C9 activ | PLK1 inh | Calb biofilm kill | PTPN22 act | PTPN22 inh 2 | CYP2C9 inh | Rev-RRE block
CC1(C)C(c2ccccc2)=NC(c2ccccc2)N1O (stereo not drawn) | 9 | -10 | 1.1 | -6 | . | 1 | -4 | -10 | 2
CN(Cc1ccccc1)C(=O)CNC(=O)Cn1cnc2ccccc2c1=O | -18 | 1 | 0.8 | -1 | 3 | -4 | 3 | 16 | 7
COCCN(CCOC)c1nc(S(=O)(=O)c2ccc(C)cc2)c(Cl)s1 | -5 | 1 | 0.4 | -6 | 3 | -2 | 4 | 56* | 14
CC(C)C(C(=O)NCC1CCCO1)N(Cc1ccco1)C(=O)CNS(=O)(=O)c1ccc(F)cc1 (stereo not drawn) | -17 | -1 | 0.9 | -10 | 3 | 5 | -5 | 6 | 5
Cc1cccc2cc(COC(=O)c3ccccc3)c(=O)[nH]c12 | -2 | -3 | 0.9 | -20 | 1 | 0 | -3 | 8 | 3
O=C(Cn1ncc2c(=O)oc3ccccc3c21)Nc1nc2ccccc2s1 | 6 | 0 | 0.5 | 3 | 7 | -20 | 17 | 51* | 8
CN(CC(=O)Nc1nc2ccccc2s1)S(=O)(=O)c1ccc(Br)cc1 | -4 | -3 | 0.8 | -9 | 3 | -8 | 10 | 17 | 20
C=CCn1c(COc2ccccc2)nnc1SCC(=O)NCC(=O)OCC | 18 | 4 | 1.1 | -5 | -2 | 8 | -11 | -6 | -2
O=[n+]1c2c(n([O-])c3ccccc31)CCC2 | -3 | -4 | 1.2 | -10 | 7 | 11 | -12 | -24 | 5
Cc1c(Cc2ccccc2)sc(NC(=O)c2ccco2)c1C(N)=O | -3 | 4 | . | -8 | 4 | -18 | 18 | . | 5
O=c1nc2n(c3c4c(sc13)CCC4)CCC2 | 8 | -5 | 0.9 | -7 | 1 | 4 | -6 | 7 | 1
CCN1CCC(=NNC(=O)CC23CC4CC(CC(C4)C2)C3)CC1 | 19 | -9 | 1.1 | -14 | . | -19 | 21 | -12 | 10
C=CCn1c(SCC(=O)N2CCN(c3ccc(F)cc3)CC2)nnc1-c1cccs1 | 9 | -7 | 0.7 | -16 | 5 | -7 | 4 | 30 | 5
CC(=O)NC1=NN(C(C)=O)C(C)(c2ccccc2)S1 (stereo not drawn) | -4 | 0 | 1 | -21 | . | 4 | -2 | 4 | 2
Cc1cc(NC(=O)COn2nnc3ccccc32)no1 | 15 | -5 | 0.8 | -5 | -2 | 0 | 0 | 25 | 10
COC(=O)CCCCCC(CCC(=O)OC)NC(C)=O (stereo not drawn) | 9 | 3 | 0.9 | 2 | 8 | 0 | -1 | 6 | 8
CCOC(=O)N1CCN(C(=O)Cc2cccs2)CC1 | 18 | 7 | 0.8 | -1 | 3 | 2 | -3 | 17 | 3
CC1(C)OC(=O)C(=CNc2ncccn2)C(=O)O1 | 6 | -4 | 1.1 | 3 | 7 | 13 | -14 | -8 | 10
O=C(CN1CCN(c2ncccn2)CC1)N(Cc1ccccc1)c1ccc(F)cc1 | -3 | 1 | 0.5 | 4 | -2 | 0 | 1 | 50* | 9
O=C(Nc1ccccn1)NC1CCCCC1 | -8 | -4 | 1.2 | -7 | -2 | -14 | 16 | -16 | 8
O=C(NCCCn1ccnc1)c1cccc(S(=O)(=O)N2CCCCCC2)c1 | 3 | 2 | 0 | -8 | 4 | -2 | 3 | 100* | 12
Cc1cccc(C)c1NC(=O)C(c1ccc(Cl)cc1Cl)N1CCCCC1 (stereo not drawn) | -15 | -1 | 0.7 | -10 | . | 5 | 0 | 27 | 12
CCOc1ccccc1NC(=O)Cc1ccccc1OC | 12 | 8 | 2.2* | 16 | 5 | 20 | -20 | -120 | 10
COc1ccc(Cl)cc1S(=O)(=O)Oc1ccc(NC(C)=O)cc1 | -4 | 3 | . | -8 | 6 | -2 | 3 | . | 9
Cc1ccc(-c2ccc(NC(=O)C3C4C=CC(C4)C3C(=O)O)cc2)o1 (stereo not drawn) | -4 | -2 | 0.8 | -6 | . | 0 | -4 | 19 | 3

Three compounds out of the list, ordered by number of heavy atoms, lowest first:
SMILES | PLK1 PBD inh | EphB4 ephrin blk | CYP2C9 activ | PLK1 inh | Calb biofilm kill | PTPN22 act | PTPN22 inh 2 | CYP2C9 inh | Rev-RRE block
CC(=O)NC1=NN(C(C)=O)C(C)(c2ccccc2)S1 (stereo not drawn) | -4 | 0 | 1 | -21 | . | 4 | -2 | 4 | 2
COc1ccc(Cl)cc1S(=O)(=O)Oc1ccc(NC(C)=O)cc1 | -4 | 3 | . | -8 | 6 | -2 | 3 | . | 9
O=C(CN1CCN(c2ncccn2)CC1)N(Cc1ccccc1)c1ccc(F)cc1 | -3 | 1 | 0.5 | 4 | -2 | 0 | 1 | 50* | 9

Next entries follow:
SMILES | PLK1 PBD inh | EphB4 ephrin blk | CYP2C9 activ | PLK1 inh | Calb biofilm kill | PTPN22 act | PTPN22 inh 2 | CYP2C9 inh | Rev-RRE block
CCOC(=O)c1c(C)oc2c1c(C(c1ccccc1)N1CCOCC1)c(O)c1ccccc12 (stereo not drawn) | -10 | 4 | 0.6 | -13 | . | -5 | 5 | 41 | 3
COc1ccc(OC)c(S(=O)(=O)Nc2ccc(F)cc2)c1 | 12 | 1 | 1 | -39 | 7 | 2 | -5 | 3 | 0
COc1cccc(C2CC(c3ccc(C(C)C)cc3)n3nc(N)nc3N2)c1 (stereo not drawn) | 13 | -2 | 1.1 | -15 | 10 | -4 | 4 | -8 | 4
CC(C)=C1SC(N2CCN(c3ccc(C)cc3)CC2)=NC1=O | -6 | -7 | . | -11 | 9 | -10 | 10 | . | 6
COc1ccc(-n2c(SCC(=O)Nc3ccc4c(c3)OCO4)nnc2C(C)N2CCCCC2)cc1 (stereo not drawn) | -4 | -4 | 0.8 | -12 | 5 | 4 | -7 | 20 | 4
COc1ccccc1Oc1nc(-c2ccccc2)cc(C)c1S(C)(=O)=O | 0 | 6 | 0.9 | -18 | 3 | -8 | 9 | 12 | 4
O=C1c2ccccc2CN1CCNS(=O)(=O)c1ccc2ccccc2c1 | -31 | -5 | 2.5* | -8 | 7 | 26 | -26 | -154 | 3
CCOC(=O)C1CCCN(C(=O)C2CCCN(S(=O)(=O)c3ccc4c(c3)oc(=O)n4C)C2)C1 (stereo not drawn) | 1 | 2 | 0.2 | -7 | 2 | 12 | -12 | 81* | 4
CS(=O)(=O)NCc1ccc(C(=O)NC2CCCCC2)cc1 | -12 | -4 | 1 | -19 | 1 | -1 | -2 | -4 | 8
Cc1oc(-c2ccccc2Cl)nc1CSCC(=O)N1CCCC1 | 14 | -8 | 0.8 | -1 | 5 | 3 | -5 | 17 | -1
O=C(NCCN1CCOCC1)c1cc2cc(Cl)cc(Cl)c2oc1=O | 31 | -7 | . | -9 | 3 | -3 | -5 | . | -1
CCC1=Nc2ccc(Br)cc2C(c2ccccc2)N1CC(=O)OC (stereo not drawn) | 16 | -1 | 0.9 | -9 | . | 1 | 2 | 6 | 4
Cc1nn(Cc2ccccc2Cl)c(C)c1C(=O)N1CCN(c2ccccc2)CC1 | 13 | 3 | 0.3 | -10 | 9 | -1 | -1 | 72* | 4
CC1(C)Cc2noc(N)c2C(C)(C)N1O | 8 | 1 | . | -14 | -2 | 2 | -2 | . | 6
Cc1ccc(C(=O)Nc2ccon2)cc1S(=O)(=O)N1CCOCC1 | 2 | 5 | 1 | -7 | -1 | -6 | 6 | 2 | 10
O=C(COc1ccc2ccccc2c1Br)N1CCOCC1 | -30 | -1 | . | -1 | 0 | 7 | -12 | . | 7
CCC1NC(=S)N(C2CCCCC2)C1=O (stereo not drawn) | -8 | 4 | 0.8 | -8 | . | 6 | -3 | 25 | 4
O=C(CSc1ncnc2nc[nH]c12)Nc1ccccc1C(F)(F)F | 29 | 0 | 1 | 11 | . | -7 | 10 | 0 | 7
Cc1ccc(-c2csc3nc(C)n(N)c(=O)c23)o1 | -2 | 5 | 0.8 | -18 | . | -1 | 1 | 20 | 7
Cc1ccc(OC(=O)c2cccc(S(=O)(=O)N(C)C)c2)c(-n2nc3ccccc3n2)c1 | -31 | 4 | 0.8 | -1 | . | 3 | -3 | 24 | 18
COc1ccc(N(Cc2cc3ccc(C)cc3[nH]c2=O)C(=O)c2ccco2)cc1 | 2 | 6 | 1.2 | -6 | 10 | -2 | -1 | -20 | 10
O=C(O)CCC(NC(=O)C(Cc1ccc2c(c1)OCO2)NC(=O)c1ccccc1)C(=O)O (stereo not drawn) | -21 | 8 | 0.9 | 0 | -2 | -12 | 14 | 13 | 5
CCOC(=O)C(CC)/C(C)=N/NC(=O)c1ccccc1[N+](=O)[O-] (stereo not drawn) | 6 | -7 | 0.9 | -5 | . | 12 | -9 | 13 | -2
COC(=O)c1ccccc1OC(=O)c1ccc(Br)o1 | -3 | -2 | 0.8 | -4 | 5 | 14 | -14 | 16 | 1
O=C(CN1CCN(C(=O)N2CCCCC2)CC1)Nc1ccc(F)cc1 | -8 | -1 | 0.9 | -13 | 8 | -2 | 6 | 9 | 6
Continued:
SMILES | PLK1 PBD inh | EphB4 ephrin blk | CYP2C9 activ | PLK1 inh | Calb biofilm kill | PTPN22 act | PTPN22 inh 2 | CYP2C9 inh | Rev-RRE block
COc1ccc(C(=O)Nc2ccc(C)cn2)c(OC)c1 | -3 | 6 | 0.5 | -10 | -2 | 2 | -2 | 46 | 12
CCOc1ccc(NC(=O)CSc2nc3ccccc3c(=O)n2CCNC(C)=O)cc1 | 3 | 7 | 0.9 | -6 | 4 | 7 | -9 | 6 | 5
CC12CN(S(=O)(=O)c3ccccc3)CC(C)(CN(S(=O)(=O)c3ccccc3)C1)C2 | -25 | -5 | 0.9 | -18 | 1 | -3 | 0 | 8 | -2
COc1ccc(CNC(=O)C2CCN(S(=O)(=O)N3CCOCC3)CC2)cc1 | 5 | 0 | 1 | 0 | 6 | 0 | -1 | -3 | 2
O=C(c1cccc(F)c1)N1CCc2ccccc2C1 | -5 | -3 | 0.9 | -3 | 3 | 6 | -11 | 9 | -3
O=C(CSc1nnc(-c2cccs2)o1)c1cccs1 | -3 | 1 | 0.9 | -4 | -4 | -8 | 6 | 11 | 3
OC(CN1CCOCC1)CN(c1ccccc1)c1ccccc1 (stereo not drawn) | -15 | 3 | 0.4 | -10 | -1 | -3 | 4 | 65* | 6
CN(C)CCNC(=O)CN1C(=O)COc2ccc(C(C)(C)C)cc21 | -23 | 3 | 1 | 5 | 3 | 0 | -3 | -2 | 9
CCN(CC(=O)NC1CCS(=O)(=O)C1)C(=O)COc1ccccc1-c1ccccc1 (stereo not drawn) | 29 | -3 | . | 0 | 7 | 0 | -2 | . | 4
CNC(=S)N1N=C(c2ccc(C)cc2)CC1c1ccc(Cl)cc1 (stereo not drawn) | 14 | -6 | 0.1 | -4 | 0 | 9 | -8 | 90* | 0
C=CCc1c(C)nc(SC)nc1Nc1ccccc1 | 1 | -4 | . | 3 | 5 | -7 | 7 | . | 4
COc1ccc(COC(=O)NNC(=O)c2ccccc2Cl)cc1 | -7 | 1 | 0.9 | -1 | 0 | -18 | 18 | 12 | 2
CCOc1ccc(S(=O)(=O)N2CCN(C(=O)c3cccn3C)CC2)cc1 | -22 | 8 | 0.8 | -6 | 5 | 20 | -23 | 22 | 7
O=C(CSc1c2c(nc3ccc(Cl)cc13)CCCC2)NCc1ccco1 | 19 | -1 | 0.5 | -7 | 5 | -4 | 4 | 48 | 10
CC1CC(Nc2cccc(O)c2)=CC(=O)O1 (stereo not drawn) | -7 | 2 | 0.8 | -2 | . | 2 | -6 | 17 | 10
COCCCn1c(SCC(=O)Nc2cccc(C(=O)OC)c2)nnc1-c1ccncc1 | 21 | 0 | 0.2 | -6 | 7 | 1 | -3 | 79* | 4
